# iPSC survival up: enhancers of single-cell hiPSC survival, primary screen, ATPlite luminescence. 100% = ROCK inhibitor wells, 0% = DMSO. survival enhancement, % at 20 µM. hit rate 0.044% among 360,000; in the data active = survival enhancement above about 18%;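 note: cells exposed to compounds for 16 hours before the ATP read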
# TRAIL sens C8: viability loss with TRAIL in NB7+C8 cells, primary screen, TRAIL sensitizer project, cell-based, ATPlite luminescence; hit rate 1% among 360,000; AID 624354, 2012; inhibition (viability loss, TRAIL sensitization), % at 10 µM;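 active = compounds causing at least 50% loss of cell viability in the single-dose screen, relative to plate controls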
# NR2E3 ag-1: NR2E3 agonists in two-hybrid cells, primary screen, cell-based, luminescence, CHO-S, Gal4-NCOR/VP16-NR2E3 | luciferase | AID 602229, 2012 | hit rate 0.35% among 360,000 | inhibition of corepressor binding, % at 3.98 µM;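 active = inhibition above the mean of all tested compounds plus 3 SD, cut at about 70% in these data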;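 note: 0% = DMSO with NR2E3 transfected cells and 100% = cells lacking NR2E3 construct; higher means lower luciferase signal from less NR2E3 corepressor binding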
# Target sequence (Q9Y5X4 whole entry, looked up, the tested form may be a part): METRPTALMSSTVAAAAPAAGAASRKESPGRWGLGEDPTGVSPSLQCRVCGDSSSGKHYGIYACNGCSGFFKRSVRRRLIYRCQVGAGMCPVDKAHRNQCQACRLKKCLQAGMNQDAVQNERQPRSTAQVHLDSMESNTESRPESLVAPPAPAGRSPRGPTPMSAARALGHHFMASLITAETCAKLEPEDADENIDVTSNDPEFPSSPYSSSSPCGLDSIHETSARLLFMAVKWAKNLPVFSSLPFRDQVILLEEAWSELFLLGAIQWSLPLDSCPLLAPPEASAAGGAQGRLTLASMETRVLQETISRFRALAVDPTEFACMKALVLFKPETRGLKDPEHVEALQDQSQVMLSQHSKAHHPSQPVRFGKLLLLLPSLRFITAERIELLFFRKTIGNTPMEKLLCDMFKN
# NR2E3 ag-2: inhibitors of NR2E3-RetCOR corepressor binding, primary screen, NR2E3 agonist project, biochemical, TR-FRET, GST-NR2E3, biotin-RetCOR; Photoreceptor-specific nuclear receptor (Homo sapiens), Q9Y5X4; hit rate 0.12% among 320,000; 1536-well; inhibition of corepressor binding, % at 4.78 µM; AID 2300, 2010;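 active = percent inhibition above the cutoff of mean plus 3 SD of all tested compounds, set per screening campaign, cut at about 20% in these data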;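 note: 0% = DMSO wells and 100% = biotin wells as full block of FRET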
#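 System: GST-tagged NR2E3 plus biotinylated RetCOR corepressor; Amount: 1.35 nM GST-tagged NR2E3 final; Dosing: single nominal compound dose of 4.8 µM; Schedule: 5 h incubation at 4 °C; Technique: TR-FRET with europium anti-GST and streptavidin-D2, 340 nm excitation; Controls: biotin wells as high control, 0.6% DMSO wells as low control.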
# LMP1 NFkB inh: EBV LMP1-driven NF-kappaB luciferase reporter inhibitors, primary screen, cell-based, luminescence, single point. LMP1-induced NF-kappaB luciferase reporter cells. inhibition, % at 12.5 µM. hit rate 0.69% among 350,000; in the data active = inhibition above about 41%;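 note: 0% = neutral control wells and 100% = reference inhibitor control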
# CF NFkB block: inhibitors of PAF-induced NF-kB signaling, primary screen, cell-based, GFP fluorescence, uHTS; KKLEB NF-kB-GFP reporter, GFP fluorescence overnight; inhibition, % at 5 µM; hit rate 0.86% among 360,000; AID 588850, 2011;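 active = at least 50% inhibition at 5 µM, scaled per plate between neutral and stimulator controls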;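 note: PAF is a Pseudomonas aeruginosa culture filtrate used as stimulus; plate controls were PAF-stimulated DMSO wells for no effect and unstimulated DMSO wells for full effect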
# Shn3 inh set2: reduction of Shn3 3'UTR firefly luciferase signal, primary screen, Schnurri-3 inhibitor project, cell-based, Clone20 osteoblasts, set 2. hit rate 0.52% among 360,000. Clone20 osteoblast Shn3 3'UTR firefly luciferase, 24 h. inhibition, % at 12.5 µM;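 active = mean inhibition of at least 75% with every replicate also reaching 75%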;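 note: 0% = median of neutral control wells and 100% = pilot-screen positive control compound; some compounds past the cut are filed as inactive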
# HIF-2a inh: HIF-2a reporter inhibitors, primary screen, luminescence, 786-0 RCC cells; 786-0 RCC cells HIF-2a reporter, luciferase luminescence, overnight; inhibition, % at 18.8 µM; hit rate 0.72% among 360,000;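 active = inhibition of the luminescence signal of 40% or more relative to plate controls, in a single-dose primary screen at 18.75 µM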
# TRPM1 prom inh: inhibitors of MITF-dependent TRPM1 promoter reporter, primary screen, cell-based, SK-MEL-5, single point, luciferase. hit rate 0.83% among 330,000. SK-MEL-5 TRPM1 promoter luciferase, 24 h. AID 488899, 2010. inhibition, % at 12.5 µM;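 active = mean inhibition across replicates of 60% or more, whatever share of single replicates reaches that level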; note: values of inactives mirror those of a sister screen read the other way
# Peg3 promoter: Peg3 promoter-driven luciferase inhibitors, primary screen, cell-based, HeLa, luciferase luminescence; HeLa PEG-Prom luciferase reporter, overnight; AID 588405, 2011; inhibition, % at 20 µM; hit rate 1.7% among 360,000;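 active = inhibition of at least 50% at 20 µM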
# KKLEB tox: cytotoxicity in KKLEB CF airway cells, primary screen, cytotoxicity control for CF NF-kB inhibitor project, cell-based, uHTS, fluorescence assay plates; KKLEB CF airway cells viability, ATPlite luminescence, overnight; stronger effect = lower value; cells stimulated with P. aeruginosa culture filtrate; activity change (cytotoxicity), % at 5 µM; hit rate 0.36% among 360,000;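 active = corrected activity change at or below -50% at 5 µM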
# * marks the source's active call; other numbers are inactive results; · = not tested or not shown.
SMILES,iPSC survival up,TRAIL sens C8,NR2E3 ag-1,NR2E3 ag-2,LMP1 NFkB inh,CF NFkB block,Shn3 inh set2,HIF-2a inh,TRPM1 prom inh,Peg3 promoter,KKLEB tox
Cc1ccc(SCc2noc(C(=O)NCC3CCCO3)c2C(=O)O)cc1C (centres undefined),0.2,-10,-12,2,-7,14,-1,15,-10,-8,-5
Cc1ccc(CN2C(=O)COc3cc(NS(C)(=O)=O)ccc32)cc1,0.0,0,-9,·,-10,-10,-7,21,8,22,-3
Cc1cc(C)cc(CC(=O)N2CCC2(C)C(=O)NS(=O)(=O)c2ccccc2)c1 (centres undefined),0.1,-2,6,·,·,10,-24,11,·,10,-13
Nc1[nH]n(-c2ccccc2)c(=O)c1N=Nc1ccc2c(c1)OCO2,-0.8,18,-30,-4,-34,-28,·,-367,-80,-236,9
CCC(=O)NC(c1cc(Cl)c2ccccc2c1O)C1CC1 (centres undefined),-1.4,-11,-9,5,7,-3,0,14,13,-1,6
COc1cc2c(cc1OC)CN(C(=O)CSc1ccccc1C)CC2,-2.3,-15,-14,·,2,-18,3,-16,-9,-17,8
COc1cc(CNc2ccc(N3CCOCC3)cc2)ccc1OCC(=O)NC(C)(C)C,-0.7,7,-12,1,7,9,20,8,6,-4,0
CC1CN=C(N(C(=O)Nc2ccccc2)C(C)C)S1 (centres undefined),6.5,-21,-1,2,-2,-12,8,-10,-2,-7,4
Cc1ccc(SCc2ccc(C(=O)NCc3ccncc3)cc2)cc1,4.4,4,-57,-2,8,-8,42,-1,1,3,7
O=C(NCc1ccc(F)cc1)c1ccc(N2CCOCC2)c([N+](=O)[O-])c1,1.2,-8,-21,3,-17,-6,-8,7,-17,13,-1
CCOC(=O)C1(Cc2cccc(OC)c2)CCCN(C(=O)c2ccc(OC)o2)C1 (centres undefined),-0.2,-7,-120,-2,-29,-40,-63,-217,-86,-217,13
O=C(CSCC(=O)NC1CC1)Nc1ccccc1,-0.7,-1,-24,1,-31,-4,-12,17,13,-1,8
O=C(N/N=C/c1ccc(-c2cccc(C(F)(F)F)c2)o1)c1cccc(F)c1,-1.4,73*,-67,0,8,-20,-9,-12,0,10,-6
O=C(NCCc1ccncc1)c1ccccc1F,-1.2,-1,-20,1,-6,14,-16,5,-10,-14,-12
O=C(NN=Cc1cccc([N+](=O)[O-])c1)c1cc(-c2cccnc2)nc2ccccc12,0.1,-8,3,·,0,-20,6,19,-12,5,4

# Next section, overlapping the part above by 3 compounds.
SMILES,iPSC survival up,TRAIL sens C8,NR2E3 ag-1,NR2E3 ag-2,LMP1 NFkB inh,CF NFkB block,Shn3 inh set2,HIF-2a inh,TRPM1 prom inh,Peg3 promoter,KKLEB tox
O=C(N/N=C/c1ccc(-c2cccc(C(F)(F)F)c2)o1)c1cccc(F)c1,-1.4,73*,-67,0,8,-20,-9,-12,0,10,-6
O=C(NCCc1ccncc1)c1ccccc1F,-1.2,-1,-20,1,-6,14,-16,5,-10,-14,-12
O=C(NN=Cc1cccc([N+](=O)[O-])c1)c1cc(-c2cccnc2)nc2ccccc12,0.1,-8,3,·,0,-20,6,19,-12,5,4
Cc1ccc(C(=O)CSc2nnc(COc3cccc4cccnc34)o2)cc1,1.3,3,-55,-1,2,20,32,3,-6,-10,-3
COc1ccc(CC(=O)OCC(=O)Nc2cccc(Br)c2)cc1,-0.1,1,9,2,-5,-6,-45,9,1,9,5
Cc1nc(C)c2c(c1C(F)(F)F)-c1ccccc1C2(F)F,3.8,3,-5,1,1,-5,11,13,16,2,0
Cc1nc2ccc(S(=O)(=O)NCC(=O)O)cc2s1,0.4,-23,-14,0,-5,-6,-20,2,-8,6,3
O=C(NCC(c1ccc(F)cc1)N1CCOCC1)c1ccc(-c2ccccc2)cc1 (centres undefined),-2.7,10,-6,·,-5,17,3,-13,-2,0,-16
COc1cc(C)c(C)cc1S(=O)(=O)NC1CC(C)(C)NC(C)(C)C1,-0.1,7,1,3,-26,-1,0,21,0,-2,1
COc1ccc(CCNC2CC(=O)N(CCc3ccccc3)C2=O)cc1 (centres undefined),-0.4,2,12,-2,4,-5,8,-10,5,9,8
Cc1cc(-c2c(C)[nH]n(-c3ccccc3)c2=O)n(-c2ccccc2)n1,3.9,-4,15,-4,-3,-4,10,5,-1,1,7
NC(=S)NNC(=O)Nc1cccc(Cl)c1,1.2,-3,-8,2,-1,6,-9,4,-8,10,13
COC(=O)[C@@]1(Cc2ccccc2)[C@H]2C(=O)N(Cc3ccccc3)C(=O)[C@H]2[C@H]2CN=C(SCc3ccc(C)cc3)N21,2.3,-11,-38,·,-10,5,18,12,0,8,-1
CCOc1ccc(/C=N/n2c(-c3ccccc3)n[nH]c2=S)cc1,1.4,5,-18,1,4,-10,-4,0,4,12,37
CCCN(C(=O)CSCC(=O)Nc1cccc(C)c1)c1c(N)n(Cc2ccccc2)c(=O)[nH]c1=O,1.2,-2,-35,-2,26,-10,-5,20,4,8,14
Cc1cc(C)c2nc(N3C(=O)C(O)=C(C(=O)c4ccco4)C3c3ccc(O)cc3)sc2c1 (centres undefined),-0.3,-12,-71,5,4,-18,-19,-29,7,-5,-22
O=C(NCCc1c[nH]c2ccccc12)C(=O)NCC1OCCN1S(=O)(=O)c1ccc(Cl)cc1 (centres undefined),0.9,-14,-3,2,-2,0,50,17,·,-6,11
CC(C)(C)SCCNC(=O)c1ccc(Cl)c([N+](=O)[O-])c1,3.4,-4,-6,2,4,-3,-31,-19,4,-22,5

# Entries of single compounds from above. Values in the order: iPSC survival up	TRAIL sens C8	NR2E3 ag-1	NR2E3 ag-2	LMP1 NFkB inh	CF NFkB block	Shn3 inh set2	HIF-2a inh	TRPM1 prom inh	Peg3 promoter	KKLEB tox
# O=C(NCCc1c[nH]c2ccccc12)C(=O)NCC1OCCN1S(=O)(=O)c1ccc(Cl)cc1 (centres undefined) is listed as 0.9	-14	-3	2	-2	0	50	17	·	-6	11
# NC(=S)NNC(=O)Nc1cccc(Cl)c1 is listed as 1.2	-3	-8	2	-1	6	-9	4	-8	10	13
# COc1ccc(CC(=O)OCC(=O)Nc2cccc(Br)c2)cc1 is listed as -0.1	1	9	2	-5	-6	-45	9	1	9	5
# Cc1ccc(C(=O)CSc2nnc(COc3cccc4cccnc34)o2)cc1 is listed as 1.3	3	-55	-1	2	20	32	3	-6	-10	-3

# (listing goes on)
SMILES,iPSC survival up,TRAIL sens C8,NR2E3 ag-1,NR2E3 ag-2,LMP1 NFkB inh,CF NFkB block,Shn3 inh set2,HIF-2a inh,TRPM1 prom inh,Peg3 promoter,KKLEB tox
CCN(c1ccc(OC)cc1)S(=O)(=O)c1nnc(NC(=O)COc2ccc(F)cc2)s1,-0.4,-4,-12,0,-17,-16,9,8,10,27,9
Cc1ccccc1C(=O)N1CCC(C(=O)N2CCN(S(=O)(=O)c3ccccc3F)CC2)CC1,-0.2,13,-21,-2,-3,23,4,14,8,19,2
CC(=O)NC(Cc1ccc(C)cc1)C(=O)NC1CCN(c2ncccc2[N+](=O)[O-])CC1 (centres undefined),0.5,-4,6,-1,-6,-18,-17,12,-5,5,-4
CN(CC(=O)Nc1ccc(Cl)c(C(F)(F)F)c1)C(=O)CCN1C(=O)C2CC=CCC2C1=O (centres undefined),-0.5,-5,12,4,2,13,-4,4,3,12,-3
COc1ccc(N(CC(=O)Nc2cc([N+](=O)[O-])ccc2C)S(C)(=O)=O)cc1OC,-0.4,-6,-2,3,-9,-9,-6,20,7,13,9
Cc1c(/N=C(\[O-])Nc2ccc(Br)cc2)sn[n+]1C,-0.5,3,-147,5,·,-10,-28,-80,·,-98,7
Fc1ccccc1/C=N/Nc1ncnc2ccccc12,-1.8,27,-62,0,-33,-9,-99,-266,-16,-272,-4
COc1cc(/C=C/C(=O)OCC(=O)NC(=O)NC(C)(C)C)ccc1OCC#N,-1.1,18,23,1,1,16,-6,7,11,-46,-4
CCn1c(=O)cc(SCC(=O)N(C)Cc2ccccc2)c2ccccc21,-2.0,-8,1,-5,-18,-42,6,-15,0,8,-4
COC(=O)c1ccc(C(c2c(N)n(CC(C)C)c(=O)[nH]c2=O)N2CCN(c3ccccc3)CC2)cc1 (centres undefined),-1.5,-24,0,4,4,12,-17,4,-7,1,-8
Cn1c(=O)oc2cc(S(=O)(=O)Nc3ccc(O)cc3)ccc21,-0.3,14,-8,·,33,-14,-6,13,10,25,12
O=C(CCS(=O)(=O)c1ccccc1)NCCS(=O)(=O)c1ccccc1,-1.4,0,1,0,6,-5,14,16,8,-6,-12
C/C=C(/C)C(=O)O[C@@H]1c2c(ccc3ccc(=O)oc23)OC(C)(C)[C@@H]1OC(C)=O,-0.7,-11,-9,·,0,-13,20,9,·,5,-9
COc1cccc(C2Nc3ccccc3C(=O)N2c2ccc(F)cc2)c1O (centres undefined),0.4,17,-46,2,1,-12,-116,-254,-96,-231,15
O=C(NCCCN1CCc2ccccc2C1)C1CCN(S(=O)(=O)N2CCCC2)CC1,0.5,-7,7,-1,2,-18,7,6,3,20,-4

# An excerpt, so the mix of outcomes need not match the whole.
